Screening data as filed in PubChem.
Pf apPOL block – Pf-apPOL DNA polymerase inhibition; Recombinant Pf-apPOL, molecular beacon fluorescence, 1.5 h; inhibition, % at 10 µM; hit rate 0.25% among 210,000; AID 1794808
mHTT-CaM PPI inh – disrupts binding of mutant huntingtin to calmodulin. P42858. AlphaScreen His-mHTT/GST-CaM binding, luminescence. inhibition, % at 15 µM. AID 1671202. hit rate 3.6% among 190,000;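 also: 0% = both proteins with DMSO and 100% = one protein alone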
Target sequence (P42858 whole entry, looked up, stated change not applied): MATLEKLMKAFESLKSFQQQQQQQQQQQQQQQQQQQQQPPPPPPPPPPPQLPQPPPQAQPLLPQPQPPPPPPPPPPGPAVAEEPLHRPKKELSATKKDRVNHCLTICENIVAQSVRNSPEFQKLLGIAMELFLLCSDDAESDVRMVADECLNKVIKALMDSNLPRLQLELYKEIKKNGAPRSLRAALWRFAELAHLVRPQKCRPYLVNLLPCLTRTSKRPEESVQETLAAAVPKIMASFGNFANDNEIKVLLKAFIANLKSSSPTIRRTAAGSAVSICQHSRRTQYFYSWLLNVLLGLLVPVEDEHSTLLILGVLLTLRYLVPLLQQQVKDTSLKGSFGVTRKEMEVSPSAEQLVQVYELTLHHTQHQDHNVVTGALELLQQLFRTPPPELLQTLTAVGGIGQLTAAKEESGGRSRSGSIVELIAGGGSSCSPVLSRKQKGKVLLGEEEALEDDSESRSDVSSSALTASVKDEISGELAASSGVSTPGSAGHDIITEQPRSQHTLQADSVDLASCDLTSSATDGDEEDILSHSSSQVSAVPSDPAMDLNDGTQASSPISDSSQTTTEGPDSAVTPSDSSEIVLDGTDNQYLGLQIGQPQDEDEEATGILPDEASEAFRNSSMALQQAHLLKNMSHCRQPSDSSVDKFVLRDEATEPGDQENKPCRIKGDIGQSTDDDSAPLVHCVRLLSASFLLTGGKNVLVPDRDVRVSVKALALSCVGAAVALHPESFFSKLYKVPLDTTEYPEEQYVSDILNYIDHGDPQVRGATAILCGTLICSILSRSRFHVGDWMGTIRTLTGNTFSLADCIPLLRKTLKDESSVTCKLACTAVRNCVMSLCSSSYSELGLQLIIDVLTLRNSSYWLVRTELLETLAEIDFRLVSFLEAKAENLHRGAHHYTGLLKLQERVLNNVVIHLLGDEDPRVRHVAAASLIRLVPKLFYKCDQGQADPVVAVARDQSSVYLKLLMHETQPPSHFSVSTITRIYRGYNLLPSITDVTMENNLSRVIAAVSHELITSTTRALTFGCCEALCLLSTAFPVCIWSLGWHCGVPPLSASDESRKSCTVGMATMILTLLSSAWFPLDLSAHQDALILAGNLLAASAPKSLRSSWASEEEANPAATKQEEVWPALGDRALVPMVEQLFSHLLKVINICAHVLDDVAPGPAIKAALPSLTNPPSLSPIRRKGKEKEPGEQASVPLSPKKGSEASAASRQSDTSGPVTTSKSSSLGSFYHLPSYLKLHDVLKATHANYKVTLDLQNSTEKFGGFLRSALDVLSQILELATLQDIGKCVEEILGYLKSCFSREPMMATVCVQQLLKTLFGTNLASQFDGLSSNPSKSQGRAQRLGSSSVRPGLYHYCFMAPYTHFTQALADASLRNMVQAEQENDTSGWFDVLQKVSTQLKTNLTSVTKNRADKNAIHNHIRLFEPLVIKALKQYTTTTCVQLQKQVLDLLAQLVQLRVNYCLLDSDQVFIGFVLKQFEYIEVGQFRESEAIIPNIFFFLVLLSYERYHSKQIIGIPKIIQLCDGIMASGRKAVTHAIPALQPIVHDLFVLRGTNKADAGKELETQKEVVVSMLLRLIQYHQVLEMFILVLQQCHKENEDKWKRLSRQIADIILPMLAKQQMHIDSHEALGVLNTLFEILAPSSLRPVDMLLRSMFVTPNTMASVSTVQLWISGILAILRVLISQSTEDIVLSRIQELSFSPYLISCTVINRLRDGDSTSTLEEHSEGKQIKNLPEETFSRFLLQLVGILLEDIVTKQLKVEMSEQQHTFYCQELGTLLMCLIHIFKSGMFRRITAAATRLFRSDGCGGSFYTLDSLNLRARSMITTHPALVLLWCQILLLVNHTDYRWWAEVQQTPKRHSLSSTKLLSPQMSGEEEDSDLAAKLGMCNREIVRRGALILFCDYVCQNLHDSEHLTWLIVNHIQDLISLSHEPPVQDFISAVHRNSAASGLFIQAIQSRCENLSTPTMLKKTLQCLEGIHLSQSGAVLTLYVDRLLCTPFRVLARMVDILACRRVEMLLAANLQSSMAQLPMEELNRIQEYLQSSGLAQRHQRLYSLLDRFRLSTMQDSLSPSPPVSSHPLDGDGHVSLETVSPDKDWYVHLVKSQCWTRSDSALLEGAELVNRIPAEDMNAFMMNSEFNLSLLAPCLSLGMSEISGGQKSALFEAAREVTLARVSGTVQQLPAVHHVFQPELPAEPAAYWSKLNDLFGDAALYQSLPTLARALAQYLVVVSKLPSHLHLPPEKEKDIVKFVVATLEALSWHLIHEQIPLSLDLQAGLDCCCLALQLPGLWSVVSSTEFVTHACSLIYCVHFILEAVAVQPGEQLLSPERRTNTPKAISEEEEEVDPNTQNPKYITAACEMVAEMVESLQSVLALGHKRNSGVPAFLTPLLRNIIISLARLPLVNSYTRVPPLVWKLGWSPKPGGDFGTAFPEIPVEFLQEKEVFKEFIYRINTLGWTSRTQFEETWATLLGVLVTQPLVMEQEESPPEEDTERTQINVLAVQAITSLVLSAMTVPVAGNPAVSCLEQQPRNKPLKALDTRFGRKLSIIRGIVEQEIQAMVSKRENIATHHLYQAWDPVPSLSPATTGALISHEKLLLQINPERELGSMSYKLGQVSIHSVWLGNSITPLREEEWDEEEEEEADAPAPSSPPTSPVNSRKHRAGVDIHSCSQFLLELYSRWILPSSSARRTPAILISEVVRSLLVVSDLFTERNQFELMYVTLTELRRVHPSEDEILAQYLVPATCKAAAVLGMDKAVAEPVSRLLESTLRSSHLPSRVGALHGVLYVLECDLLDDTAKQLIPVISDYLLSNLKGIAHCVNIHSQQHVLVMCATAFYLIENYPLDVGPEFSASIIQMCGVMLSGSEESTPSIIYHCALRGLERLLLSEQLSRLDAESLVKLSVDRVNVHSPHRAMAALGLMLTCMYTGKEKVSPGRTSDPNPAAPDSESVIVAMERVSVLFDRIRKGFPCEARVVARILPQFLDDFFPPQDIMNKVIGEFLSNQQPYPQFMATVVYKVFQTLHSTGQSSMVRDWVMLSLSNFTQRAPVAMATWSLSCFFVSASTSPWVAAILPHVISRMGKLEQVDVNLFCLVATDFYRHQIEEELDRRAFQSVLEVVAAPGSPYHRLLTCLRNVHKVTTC
Numbers without * were called inactive; . = no result given; & = joins results of further samples. Rule as the data show it: active = inhibition above about 50%; inactive = the rest.

No.	molecule	Pf apPOL block	mHTT-CaM PPI inh
1	Cn1cnnc1SCC(=O)c1ccc2c(c1)OCO2	-2&-7	6&2
2	O=S1(=O)CC(N2CCC(Cc3ccccc3)CC2)CN1CCc1ccccc1 (stereo not drawn)	-8	9
3	Cc1ccc2nc(Cl)c(C3CC(c4ccc(Br)cc4)=NN3S(C)(=O)=O)cc2c1 (stereo not drawn)	4	1
4	CCN(CC)S(=O)(=O)c1ccc2oc(C(=O)Nc3ccccc3Cl)c(C)c2c1	-13	11
5	COC(=O)C1C2C=CC3(CN(c4ccc(Cl)cc4)C(=O)C13)O2 (stereo not drawn)	1	-2
6	CCCC(=O)Nc1cccc(NC(=O)c2ccccc2Br)c1	-2	2
7	Nn1cnc2scc(-c3ccco3)c2c1=O	-8	11
8	O=C1N=C(N2CCCC2)S/C1=C/c1ccc(Cl)cc1	-4	3
9	CC1=C(C(N)=O)C(c2c(F)cccc2Cl)NC(=O)N1 (stereo not drawn)	-2	-3
10	CCCCNC(=O)CC1N=C2c3ccccc3N=C(SCc3ccc([N+](=O)[O-])cc3)N2C1=O (stereo not drawn)	-2	53*
11	Cc1ccc(C(=CC=C(C#N)C#N)N2CCN(c3ccc(Cl)c(Cl)c3)CC2)cc1	-6&-11	.
12	CCOc1ccc(C2C3=C(CC(C)(C)CC3=O)Nc3nc(SC)nn32)c(OC)c1 (stereo not drawn)	8	10
13	COc1ccc(C(=O)Nc2ccccc2I)cc1	-2	-1
14	CN1C(=O)c2ccccc2C(C(=O)NCCC2=CCCCC2)C1c1cccs1 (stereo not drawn)	-5	3
15	CCN1c2cc(C)ccc2-n2cccc2C12CCN(C(=O)c1ccc(OC)cc1)CC2	-3	94*
16	CCNC(=O)N1CC(C(=O)NCC2CC2)CCC1c1ccc(F)c(C)c1 (stereo not drawn)	-2	5

Next part, starting with the last 5 of the part before.
No.	molecule	Pf apPOL block	mHTT-CaM PPI inh
12	CCOc1ccc(C2C3=C(CC(C)(C)CC3=O)Nc3nc(SC)nn32)c(OC)c1 (stereo not drawn)	8	10
13	COc1ccc(C(=O)Nc2ccccc2I)cc1	-2	-1
14	CN1C(=O)c2ccccc2C(C(=O)NCCC2=CCCCC2)C1c1cccs1 (stereo not drawn)	-5	3
15	CCN1c2cc(C)ccc2-n2cccc2C12CCN(C(=O)c1ccc(OC)cc1)CC2	-3	94*
16	CCNC(=O)N1CC(C(=O)NCC2CC2)CCC1c1ccc(F)c(C)c1 (stereo not drawn)	-2	5
17	COc1cc(C=NNC(=O)c2cccnc2)cc(OC)c1OC	-2	.
18	O=[N+]([O-])c1ccc(CSc2cccs2)cc1	-1	.
19	COc1ccccc1NC(=O)c1ccc(-c2ccc(Br)cc2)o1	1	-7
20	COc1ccc(C2N(C)c3ccccc3N2C)cc1	16	19
21	CCC(C)(C(=O)NC1CCCC1)N(C(=O)CNC(C)=O)c1ccc(C)cc1 (stereo not drawn)	-2	7
22	O=C1C2CC=CCC2C(=O)N1c1ccc(NC2CCCc3ccccc32)c([N+](=O)[O-])c1 (stereo not drawn)	-22	47
23	COc1ccc(CN2CCN(C/C=C/c3ccccc3)CC2)c(O)c1	-2	17
24	CNC(=O)N1CCC(n2c(C)nc(C(=O)NCc3cccc(Cl)c3)c2C)CC1	-2	18
25	CN(CC(=O)Nc1cccc(F)c1)S(=O)(=O)c1ccc2[nH]c3c(c2c1)CCCC3	-1	42
26	O=C(CC1Sc2ccc(C(F)(F)F)cc2NC1=O)Nc1cccc(Cl)c1Cl (stereo not drawn)	-5	-1
27	O=C(NC1CC1)C1CCCN(c2cnn(Cc3ccccc3)c(=O)c2)C1 (stereo not drawn)	-7	2
28	Cc1cc(Cl)c(OCCCCN2CCOCC2)c(Br)c1	3	-1
29	CC1CCC(NC(=O)C2c3ccccc3C(=O)N2Cc2ccccc2Cl)CC1 (stereo not drawn)	-3	8
30	Cc1cccc(CNC(=O)CCCN2C(=O)CCn3nc(C)cc32)c1	-5	-4
31	Cc1ccnc(NC(=O)c2ccc(COc3ccc(Cl)cc3)o2)c1	-10	-10
32	COCC(C)(O)CNC(=O)c1ccsc1 (stereo not drawn)	2	-10
33	O=C1OCCN1C(=O)[C@H]1[C@H](c2ccccc2)C(c2cccc(Cl)c2)=NN1c1ccccc1	-4	-45
34	CC1CCC2C(=O)N(c3ccc(N4CC5CC(C4)c4cccc(=O)n4C5)c([N+](=O)[O-])c3)C(=O)C2C1 (stereo not drawn)	-16	17
35	O=C(Nc1ccc(Br)cc1)c1cc2ccccc2c(=O)o1	-3	-2
36	OC(C#CC12CC3CC(CC(C3)C1)C2)c1cccs1 (stereo not drawn)	-6	-25
37	CC1=C([N+](=O)[O-])C(c2ccc(Cl)cc2)N(C)C(=O)N1C (stereo not drawn)	5	-4
38	CCc1nccn1Cc1noc(-c2ccccc2F)n1	-1	-8
39	COc1ccc(C)cc1NC(=O)NCCC1CCN(C(=O)Nc2cccc(Cl)c2)CC1	-4	4
40	CSc1ccc(/C=C2\N=C(c3ccc(Cl)cc3)OC2=O)cc1	-2	-2
41	O=C(CSc1n[nH]c(=O)n1-c1ccc(OCc2ccccc2)cc1)c1ccccc1	1	.
42	O=C(NC1CC2CC1N(S(=O)(=O)c1ccc3c(c1)CCC3)C2)c1cccs1 (stereo not drawn)	-3	2
43	O=[N+]([O-])c1ccc(CSc2ccccc2)cc1	2	-5
44	O=S(=O)(c1cccc(C(F)(F)F)c1)N1CCC(CN2CCCCC2)CC1	4	-1
45	O=C(c1cccc(F)c1)N1CCC2(C1)NCc1ccccc1NC2=NC1CCCC1 (stereo not drawn)	-2	17
46	Cc1nc2sc(-c3ccon3)c(-n3cccc3)c2c(C)c1Cl	.	-1
47	COc1ccc(C2=C/C(=C\c3cccc([N+](=O)[O-])c3)C(=O)O2)c(OC)c1	-9	0
48	O=C(NCc1ccccc1F)c1csc2c1CCCC2	-2	-13
49	CN(C)c1ccc(/C=C2\SC(=O)N(CNc3ccc(I)cc3)C2=O)cc1	3	6
50	O=[N+]([O-])c1cc2c(cc1C=Nc1ccccc1)OCO2	-1	78*
51	O=C(NCCN1CCCCC1)c1ccc2c(c1)nc1n2CCCCC1	-6	-7
52	COc1ccc(-c2coc3c4c(ccc3c2=O)OCN(C2CC2)C4)cc1	-24	0
53	Cc1cc2c(cc1Br)NC(=O)C21C(C#N)=C(N)Oc2cc(N)ccc21 (stereo not drawn)	0	26
54	O=C(COc1ccc(Cl)cc1Br)NCCN1CCOCC1	-5	2
55	COc1cccc(C=Nc2cc(C(F)(F)F)cc(C(F)(F)F)c2)c1O	-2&-1	.
56	O=C(c1cc(F)c(F)cc1Cl)N1CCN(c2ccc([N+](=O)[O-])c(NCc3ccco3)c2)CC1	-2	8
57	O=C(CSc1n[nH]c(=O)n1-c1ccccc1)c1ccccn1	.	-2
58	CC1CCN(CC23CC4CCC(CC(C4)C2)C3)CC1	-3	-8
59	CCCn1c(N2CCC(C(=O)N3CCCC3)CC2)nc2ccccc21	-9	3
60	OC(COC12CC3CC(CC(C3)C1)C2)CN1CCN(Cc2ccccc2)CC1 (stereo not drawn)	-8	6
61	COc1ccc(CC(=O)N2CCc3c(c(C(=O)NCc4cccc(C)c4)nn3C)C2)cc1	-1	41
62	COc1cccc(CCC(=O)N2CCC3(C2)Nc2cccnc2NC3=NC(C)(C)C)c1 (stereo not drawn)	1	10
63	COc1ccc(C(=O)Nc2cccc(C(F)(F)F)c2)cc1OC	-7	4
64	COC(=O)c1c(C)oc(C)c1S(=O)(=O)N1CCCc2ccccc21	3	.
65	O=C(CC1CCCCN1S(=O)(=O)c1cccs1)NCc1ccco1 (stereo not drawn)	-4	-11
66	CC(=O)N1N=C(Cc2ccc(-c3ccccc3)cc2)OC12CCCC2	2	2
67	CCCNC(=O)C1CCN(c2nnc3ccccn23)CC1	-2	2
68	Clc1cccc(NCc2ccncc2)c1	2	-3
69	CCN(CC)CCC1S(=O)(=O)CC(c2ccccc2)CS1(=O)=O (stereo not drawn)	-11	.
70	O=C(NCc1cccc2ccccc12)NCC1(O)CCOCC1	-12	-10
71	Cc1cc(C)n(CC2CCN(C(=O)CSCc3ccccc3)CC2)n1	-19	-11
72	O=C(O)CCC(=O)Nc1ccc2c(c1)OCCCO2	1	.

New compounds follow:
No.	molecule	Pf apPOL block	mHTT-CaM PPI inh
73	O=[N+]([O-])c1ccc(-c2nc(NCc3cccnc3)c3ccccc3n2)cc1	-2&-8	1&4
74	Fc1ccc(C2=CC(c3ccc(Cl)cc3)n3nnnc3N2)cc1 (stereo not drawn)	-3	0
75	Cc1ccc(C(=O)N2CCCC(COc3cccc(C(=O)NC4CC4)c3)C2)cc1C (stereo not drawn)	21	13
76	COc1ccc(/C=C2/SC(=Nc3ccccc3)NC2=O)cc1O	-3	29
77	O=C(Cc1cccs1)NCC(O)c1ccsc1 (stereo not drawn)	5	-2
78	O=C(COc1ccc(-n2cnnn2)cc1)Nc1ccc(OC(F)(F)F)cc1	1	1
79	Cc1ccccc1NC(=O)Cc1cn(C)c2ccccc12	-12	8
80	Cc1cccc(Cn2c(CN3CCC(C(=O)NCc4ccco4)CC3)cc3ccccc32)c1	1	36
81	COc1ccccc1CN1CCSCC1	-2	0
82	O=C(c1ccco1)N1CCc2c(nc(-c3ccc(F)cc3)[nH]c2=O)C1	-9	4
83	CCCCOc1ccc(C(=O)Nc2c3c(nn2-c2cccc(Cl)c2)CS(=O)(=O)C3)cc1	-4	14
84	COc1ccc(C2=N/C(=C\c3cc(Br)ccc3OC)C(=O)O2)c(Cl)c1	-4	-1
85	CC1(C)OCC2(CO1)CN(C(=O)C=Cc1ccc3c(c1)OCO3)C2	4	2
86	CCOc1cccc(CNC(=O)C2CCc3sc(C(=O)N4CCOCC4)cc3C2)c1 (stereo not drawn)	-7	0
87	Cc1nc(C(=O)NCCc2ccc(Cl)cc2)c(C)n1C1CCN(C)CC1	-9	32
88	O=C(CN1CCOCC1)N1N=C(c2ccc(F)cc2)CC1c1ccccc1Cl (stereo not drawn)	-2	18
89	COCCCNC(=O)c1c(NC(=O)c2ccc(F)cc2)sc2c1CCCC2	-10	-12
90	O=[N+]([O-])c1cccc(CN2CCCC(O)C2)c1 (stereo not drawn)	-5	-1
91	COc1ccccc1CNC(=O)c1cn2c(n1)CN(CC(C)C)CC2	-4	19
92	COc1ccc(CCNC(=O)c2oc3ccccc3c2C)cc1OC	1	8
93	COc1ccc(CNCc2ccccc2OC)cc1Br	0	-10
94	CCOc1ccccc1NS(=O)(=O)c1ccc2[nH]c(=O)c(=O)[nH]c2c1	-5	-3
95	Cn1c(=O)c2c(ncn2Cc2ccc(F)cc2)n(C)c1=O	-9	-8
96	Clc1cccc(Cl)c1C=Cc1ccn[nH]1	-9	.

Entries of single compounds, quoted from the list:
O=[N+]([O-])c1cccc(CN2CCCC(O)C2)c1 (stereo not drawn) is entered as Pf apPOL block: -5; mHTT-CaM PPI inh: -1
COc1ccc(CCNC(=O)c2oc3ccccc3c2C)cc1OC is entered as Pf apPOL block: 1; mHTT-CaM PPI inh: 8
Cn1c(=O)c2c(ncn2Cc2ccc(F)cc2)n(C)c1=O is entered as Pf apPOL block: -9; mHTT-CaM PPI inh: -8

(next part)
No.	molecule	Pf apPOL block	mHTT-CaM PPI inh
97	CC(C)(C)c1cc(Sc2c(F)c(F)nc(N3CCCC3)c2F)cc(C(C)(C)C)c1O	.	-10
98	O=C(Nc1ccc(NC(=O)c2cccc(S(=O)(=O)N3CCCCC3)c2)cc1)c1ccccc1	-6	-6
99	NC(=O)c1nn(-c2ccccc2)c(=O)cc1O	0	.
100	Cc1[nH]c(=O)[nH]c(=O)c1CCc1nnc(SCC(=O)Nc2ccccn2)o1	2	-13
101	Cc1cn(-c2ccc(CNC(=O)C3CCCCC3)cc2)cn1	-2	3
102	CCCCOc1ccc(-c2nc(C=Nc3cccc(C)c3)c(O)o2)cc1	2	-2
103	O=C(c1nn2c(c1Cl)NC(c1ccccc1)CC2C(F)(F)F)N1CCN2CCCC2C1 (stereo not drawn)	-13	26
104	Cc1ccc(S(=O)(=O)NC2=NCN(C3CCN(Cc4ccccc4)CC3)CN2)cc1	-33	-4
105	O=C(c1cc(F)c(F)cc1Cl)N1CCN(c2ccc([N+](=O)[O-])c(N3CCCCC3)c2)CC1	-2	5
106	COc1ccc(C)cc1NC(=O)NCCC1CCN(C(=O)NC2CCCCC2)CC1	6	8
107	CC(C)(C)C(=O)Nc1nc2c(F)cc(F)cc2s1	-2	-14
108	CSc1ccc(NC(=O)N2CCc3c(c(COc4ccccc4)nn3C)C2)cc1	0	6
109	O=C(c1ccc(Cl)cc1)N1CCN(c2ccc(C(F)(F)F)cc2[N+](=O)[O-])CC1	-10	36
110	c1ccc(C2=Nn3c(nnc3-c3ccccc3)SC2)cc1	0	2
111	COc1ccc(CC(=O)Nc2ccc(C(C)C)cc2)cc1	-3	-3
112	O=C(Nc1cccc(Cl)c1)c1cc2c(=O)oc3ccccc3c2s1	-5	-1
113	Cc1noc(C2CN(S(=O)(=O)c3c(C)n[nH]c3C)CC2c2ccccc2)n1 (stereo not drawn)	-4	1
114	CC1CCCN(CC2CCN(S(=O)(=O)c3ccc(F)c(Cl)c3)CC2)C1 (stereo not drawn)	-3	-7
115	Cc1ccc(O)c2nc(/C=C/c3ccccc3N)ccc12	0	53*
116	COCCNC(=O)CN1CCn2c1nc(-c1ccccc1)cc2=O	0	6
117	NS(=O)(=O)c1ccc(CCNC(=O)c2cc(-c3ccc(Cl)s3)nc3ccccc23)cc1	-6	2
118	Cc1c(Cl)cccc1S(=O)(=O)Nc1ccc(Cn2cncn2)cc1	-4	2
119	COC(=O)[C@H](CC(C)C)N(CCc1cn(Cc2ccc(C)cc2)nn1)S(=O)(=O)c1ccccc1Br	-9	8
120	O=C(O)CCSc1nc2ccc([N+](=O)[O-])cc2s1	0	2
121	N#Cc1cccc(-c2cn3c(n2)N(C(=O)Cc2cccs2)CCC3)c1	-2	13
122	Cc1ccc(OCC(=O)N2CCN(C(=O)C(c3ccccc3)c3ccccc3)CC2)cc1	-6	28
